# Bioassay records deposited in PubChem by Broad Institute.
# CFTR F508del cor = F508del CFTR correction, initial screen, CFBE line, single point; CFBE cells, YFP halide quenching; stimulated with forskolin plus potentiator P3; % fluorescence drop versus neutral controls; 350,000 compounds, 0.36% hits; activity (quench increase), % at 7.58 µM;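 active means mean added fluorescence quench of at least 8% versus neutral control, with both replicates also reaching 8%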;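 further: cells transiently co-express mutant CFTR-F508del with the halide-sensitive YFP; corrector assay measuring rescue of mutant channel to the surface after 24 h compound exposure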
# INS-1E GSIS act = GLuc luminescence reporter in INS-1E cells, primary screen for activators of glucose-dependent secretion of insulin; INS-1E GLuc reporter insulin secretion, 2-3 h; AID 743287, 2014; 370,000 compounds, 0.61% hits; activation, % at 16.6 µM;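 active means lowest replicate activation of at least 40%, so every replicate reaches that level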;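 further: 0% = median of neutral control wells and 100% = median of IBMX positive control wells; some compounds called inactive have numbers as strong as hits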
# ARNT-TACC3 inh = disruptors of ARNT/TACC3 protein interaction, primary screen, biochemical, AlphaScreen, single concentration | Transforming acidic coiled-coil-containing protein 3 (Homo sapiens), Q9Y6A5 | AlphaScreen His-ARNT PAS-B/GST-TACC3 binding, luminescence; TACC3 fragment carries E629A point mutation | inhibition, % at 9.99 µM | 390,000 compounds, 0.66% hits | AID 623870, 2012;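 active means mean inhibition of replicates at least 50% and at least half of replicates each reaching 50%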;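 further: 0% = complete ARNT plus TACC3 wells and 100% = ARNT alone without TACC3; many hits fall short of the cut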
# ERAP1 inh = human ERAP1 aminopeptidase inhibitors, primary screen, biochemical, single point, plate reader | Endoplasmic reticulum aminopeptidase 1 (Homo sapiens), Q9NZ08 | recombinant ERAP1, Leu-AMC fluorescence, 60 min | inhibition, % at 10.7 µM | 340,000 compounds, 0.15% hits;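 active means mean replicate inhibition of at least 30%, or all replicates individually reaching that 30% level; inactive means mean below 30% and not every replicate reaching it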;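 further: 0% = neutral control wells and 100% = L-leucinethiol positive control wells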
# RAD54 inh = inhibitors of human RAD54 branch migration, primary screen, biochemical, fluorescence, single point | DNA repair and recombination protein RAD54-like (Homo sapiens), Q92698 | RAD54 Holliday junction branch migration, FAM/BHQ fluorescence | inhibition, % at 10.4 µM | 360,000 compounds, 0.14% hits;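 active means mean normalized replicate activity at least 40 and at least half of replicates scoring 40 or more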;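 further: 0% = median of neutral control wells and 100% = median of positive control wells; inhibitors cause a drop in the FAM fluorescence signal; in these data hits start at about 50%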
# RAD52 anneal inh = RAD52 DNA annealing inhibitors, primary screen, biochemical, FRET, single point, set 2; recombinant RAD52 DNA annealing, FRET fluorescence; inhibition, % at 18.7 µM; DNA repair protein RAD52 homolog (Homo sapiens), P43351; 360,000 compounds, 0.46% hits;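 active means every replicate showing at least 50% inhibition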
# Target sequence (P43351 whole entry, looked up): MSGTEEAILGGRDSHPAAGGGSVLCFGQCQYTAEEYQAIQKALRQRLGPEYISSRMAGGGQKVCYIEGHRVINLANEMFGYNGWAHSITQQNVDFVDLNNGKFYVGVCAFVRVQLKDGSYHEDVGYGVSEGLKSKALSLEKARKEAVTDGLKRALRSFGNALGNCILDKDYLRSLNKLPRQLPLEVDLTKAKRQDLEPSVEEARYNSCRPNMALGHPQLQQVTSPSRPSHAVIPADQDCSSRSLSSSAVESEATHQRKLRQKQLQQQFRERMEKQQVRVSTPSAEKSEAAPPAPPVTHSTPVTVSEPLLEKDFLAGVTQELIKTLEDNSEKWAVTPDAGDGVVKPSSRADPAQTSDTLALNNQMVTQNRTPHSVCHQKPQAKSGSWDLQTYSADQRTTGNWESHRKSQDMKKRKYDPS
# esBAF inh = Bmi1 luciferase reporter increase in mESCs, primary screen, esBAF inhibitor project, mouse ES cells, Bmi1 luciferase knock-in, single point | 24 h; 100% = twice the neutral-well signal | reporter increase, % at 12.5 µM | 350,000 compounds, 2% hits | AID 602393, 2012; in the data active means activation above about 40%;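 further: 0% = median of the plate's neutral control wells and 100% = double that signal; a rise in the Bmi1 reporter signal indicates esBAF inhibition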
# XiGFP reactiv = activators of inactive X chromosome reactivation, primary screen, imaging, XiGFP fibroblasts, GFP high-content imaging, set 2; XiGFP mouse fibroblasts, % GFP-positive cells imaging, 3 d; cells co-treated with 5-aza-dC sensitizer; scaled so ellipticine positive control = 100%; activation, % at 7.58 µM; 360,000 compounds, 0.055% hits;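 active means mean normalized replicate activation at least 10% and every replicate at or above 10%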;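 further: 0% = median of on-plate neutral control wells and 100% = ellipticine 6 µM median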
#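 Assay system: SV40-immortalized XiGFP fibroblast cells, line 68-5-11; buffer or medium: DMEM plus 5-aza-dC sensitizer; compound: one concentration, pinned; timing: compounds 3 days, fix/stain 15 min at room temperature; benchmarks: positive control ellipticine, 6 µM final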
# Numbers without * were called inactive; x = no result given.
# A first look, 5 compounds:
SMILES,CFTR F508del cor,INS-1E GSIS act,ARNT-TACC3 inh,ERAP1 inh,RAD54 inh,RAD52 anneal inh,esBAF inh,XiGFP reactiv
Cc1ccc(NC(=O)CCNS(=O)(=O)c2ccc3c(c2)CCC(=O)N3)c(Br)c1,-3.6,x,2,4,-4,-11,4,0.1
O=C1c2ccccc2NC(c2ccc([N+](=O)[O-])cc2)N1O (centres undefined),-1.6,-14,13,3,2,6,5,0.0
Cc1cc(C(=O)NC(CC(C)C)C(=O)O)cc(C)c1[N+](=O)[O-] (centres undefined),-0.1,6,0,-1,7,-19,2,-0.1
COC(=O)c1ccc(OCC(O)Cn2nnc3ccccc32)cc1 (centres undefined),-0.5,0,-3,8,-2,-3,24,x
C[C@@H]1CN([C@@H](C)CO)C(=O)Cc2cc(N(C)C)ccc2O[C@H]1CN(C)S(=O)(=O)c1ccccc1,-0.7,-13,18,0,1,23,-4,0.1

# Main list (from the top)
SMILES,CFTR F508del cor,INS-1E GSIS act,ARNT-TACC3 inh,ERAP1 inh,RAD54 inh,RAD52 anneal inh,esBAF inh,XiGFP reactiv
Cc1ccc(NC(=O)CCNS(=O)(=O)c2ccc3c(c2)CCC(=O)N3)c(Br)c1,-3.6,x,2,4,-4,-11,4,0.1
O=C1c2ccccc2NC(c2ccc([N+](=O)[O-])cc2)N1O (centres undefined),-1.6,-14,13,3,2,6,5,0.0
Cc1cc(C(=O)NC(CC(C)C)C(=O)O)cc(C)c1[N+](=O)[O-] (centres undefined),-0.1,6,0,-1,7,-19,2,-0.1
COC(=O)c1ccc(OCC(O)Cn2nnc3ccccc32)cc1 (centres undefined),-0.5,0,-3,8,-2,-3,24,x
C[C@@H]1CN([C@@H](C)CO)C(=O)Cc2cc(N(C)C)ccc2O[C@H]1CN(C)S(=O)(=O)c1ccccc1,-0.7,-13,18,0,1,23,-4,0.1
CC(=O)c1cccc(NC(=O)Cn2cc3c(n2)CCCC3)c1,1.1,-15,-5,x,-8,-15,1,0.2
C[C@H](CO)N1C[C@H](C)[C@@H](CN(C)Cc2ccc(Cl)c(Cl)c2)Oc2c(NC(=O)Cc3ccccc3)cccc2C1=O,4.3,-36,40,5,0,-8,7,0.2
O=C(NC[C@@H]1[C@H](c2ccccc2)[C@H](CO)N1CC1CCCC1)c1ccncc1,0.7,8,-6,x,-1,x,1,0.6
CN(CCC#N)C(=O)CSc1nnc(-c2ccco2)n1N,-1.2,-4,7,5,x,-2,x,0.4
O=C(C[C@H]1C=C[C@@H](NC(=O)c2ccccc2)[C@@H](CO)O1)NCc1ccncn1,0.6,3,3,-1,8,-33,-7,0.7
COc1ccc(C(=O)c2c3ccc([N+](=O)[O-])cc3[n+]([O-])n2CCCC(N)=O)cc1,1.1,x,36,-1,10,-5,-7,0.1
CO[C@H]1CN(C)C(=O)c2ccc(NC(C)=O)cc2OC[C@H](C)N(C(=O)CN(C)C)C[C@@H]1C,0.6,4,-10,x,4,x,-5,-0.4
Nc1nc(-c2c(Cl)cccc2Cl)no1,-2.0,1,-14,-2,x,-9,x,-0.1
COCCN(CCOC)C(=O)[C@@H](Cc1ccccc1)NC(=O)[C@H]1O[C@@H](n2ccc(N)nc2=O)[C@H](O)[C@@H]1O,-1.4,26,x,1,x,-4,x,0.1
CC1=C(C(=O)N(C(C)C)C(C)C)CC(CC(=O)NC(c2ccccc2)c2ccccc2)C(=O)N1CCC1=CCCCC1 (centres undefined),6.1,-17,x,-9,3,-7,4,x
C=CCN(c1ccccc1)S(=O)(=O)c1cccc(C(=O)NCC(c2ccc(F)cc2)N2CCOCC2)c1 (centres undefined),1.3,-48,x,0,4,-6,x,0.3
O=C(Nc1ccc(-n2nncc2-c2ccco2)cc1)c1cccc(F)c1,x,0,-5,x,-7,x,-1,x
CCNC(=O)C[C@@H]1CC[C@H]2[C@@H](COC[C@@H](O)CN2C(=O)c2cc(Cl)cc(Cl)c2)O1,1.1,-2,-3,1,3,-14,-4,-0.1
Cc1csc(SCC(=O)N2CCN(S(=O)(=O)c3ccc(Cl)cc3)CC2)n1,x,5,-4,x,-6,x,-3,x
O=C(O)Cn1nnc(-c2ccc(OCc3ccccc3Cl)cc2)n1,0.9,17,-4,-2,x,-1,-6,-0.1
Cc1noc(C)c1COc1ccc(C(=O)Nc2nnc(CC(C)C)s2)cc1,0.5,1,1,0,10,-4,5,-0.1
O=C(NCCCOc1ccc([N+](=O)[O-])cc1Cl)OCc1ccccc1,-0.5,-6,5,2,x,-3,x,0.2
COc1ccc(OC)c(C(=O)NC(CC(N)=O)c2ccc(NCc3ccc(F)c(F)c3)c([N+](=O)[O-])c2)c1 (centres undefined),-1.0,-54,3,1,-7,-15,-1,0.0
CCN(C(=O)COC(=O)CNC(=O)c1ccc2ccccc2c1)C1CCS(=O)(=O)C1 (centres undefined),0.9,-5,-8,2,x,-7,x,0.3
O=C(COC(=O)c1ccccc1Br)Nc1ccc2[nH]c(=O)[nH]c2c1,3.7,4,-2,5,3,-1,4,-0.2

# An excerpt of these results, with values under each structure:
# Results follow in this order: CFTR F508del cor | INS-1E GSIS act | ARNT-TACC3 inh | ERAP1 inh | RAD54 inh | RAD52 anneal inh | esBAF inh | XiGFP reactiv
> COc1ccc(C(=O)c2c3ccc([N+](=O)[O-])cc3[n+]([O-])n2CCCC(N)=O)cc1
→ 1.1 | x | 36 | -1 | 10 | -5 | -7 | 0.1
> CO[C@H]1CN(C)C(=O)c2ccc(NC(C)=O)cc2OC[C@H](C)N(C(=O)CN(C)C)C[C@@H]1C
→ 0.6 | 4 | -10 | x | 4 | x | -5 | -0.4

# (more compounds)
SMILES,CFTR F508del cor,INS-1E GSIS act,ARNT-TACC3 inh,ERAP1 inh,RAD54 inh,RAD52 anneal inh,esBAF inh,XiGFP reactiv
CC(=O)N(C)C[C@@H]1Oc2ncc(C#CC3(O)CCCC3)cc2C(=O)N([C@H](C)CO)C[C@H]1C,-3.7,3,-2,-1,2,7,-7,0.0
Cc1cc([N+](=O)[O-])cc2c1NC(=O)C2(O)N1CCCCCC1 (centres undefined),x,-13,-1,x,5,x,x,0.0
CCCOc1ccccc1NC(=O)c1ccc([N+](=O)[O-])cc1,-0.1,-3,19,3,x,-14,x,-0.1
O=C(N/N=C/c1ccc(O)cc1)c1csc2c1CCCC2,1.5,x,3,-2,2,-10,x,0.0
CCc1nc(CNC(=O)C2CCC(=O)N(Cc3ccccc3F)C2)no1 (centres undefined),-0.7,12,-6,-2,0,-10,-1,0.0
Cn1c(=O)[nH]c(=O)c2c1nc(Br)n2C/C=N/NC(N)=S,1.2,3,x,-3,x,-9,x,0.0
Cc1nnc(NC(=O)CSc2nnc(Cc3cccn3C)n2CCc2ccccc2)s1,-3.8,-2,3,2,11,-14,-10,x
CCOC(=O)C1CCN(C(=O)COC(=O)CNC(=O)c2sc3ccccc3c2Cl)CC1,-1.7,-7,0,-3,-5,-10,-5,0.0
O=C(NC(Cc1c[nH]c2ccccc12)C(=O)OCC(=O)c1cccc2ccccc12)c1cccs1 (centres undefined),x,-13,1,x,1,x,x,0.0
O=C(CSc1nnc2c(n1)[nH]c1ccccc12)NCc1ccccc1F,1.1,38,-4,-8,-5,-6,-7,0.1
CN(C)S(=O)(=O)c1ccc(Cl)c(NC(=O)CN2CCc3ccccc3C2)c1,-2.4,-6,3,0,x,-47,11,0.0
Cc1ccc(S(=O)(=O)N2CCCC(C(=O)NCC(C)C)C2)cc1 (centres undefined),0.7,27,-6,-3,x,-18,x,0.1
Cc1nnc(SCC2=C(C(=O)O)N3C(=O)C(NC(=O)Cc4ccccc4)C3SC2)s1 (centres undefined),0.8,-15,35,4,-8,-35,-5,0.0
S=c1[nH]nc(C2CCCCC2)n1/N=C/c1cccc(Cl)c1Cl,2.4,3,-3,-1,-9,-25,-5,-0.1
Cc1ccc(C(=O)N/C(=C\c2ccc(-c3cccc([N+](=O)[O-])c3)o2)C(=O)NCCCN(C)C)cc1,0.0,x,8,0,19,67*,-2,0.0
CC(=O)c1ccc(NC(=O)CSc2nnc(NC(=O)C3CC3)s2)cc1,-2.3,0,-12,-7,3,-32,6,0.0
O=C(C1CCOCC1)N1CC(=O)N2[C@@H](CO)[C@H](c3ccc(-c4cccnc4)cc3)[C@@H]2C1,-2.9,8,x,4,x,-5,x,0.0
C[C@@H]1CCCCO[C@@H](CN(C)S(=O)(=O)c2ccc(F)cc2)[C@@H](C)CN([C@H](C)CO)C(=O)c2cc(NC(=O)NC3CCCCC3)ccc2O1,0.5,-15,-1,3,4,-16,0,0.2
CC(Oc1ccc(Cl)cc1)C(=O)Nc1cccc(S(=O)(=O)N2CCCC2)c1 (centres undefined),x,x,x,-7,-3,-8,4,0.0
Cc1cccn2c(=O)c3cc(C(=O)NC4CCS(=O)(=O)C4)sc3nc12 (centres undefined),1.2,-1,18,-41,9,-15,-3,0.0
COc1ccc(NC(=O)Nc2ccc3c(c2)C(=O)N([C@@H](C)CO)C[C@H](C)[C@@H](CN(C)S(=O)(=O)c2ccc(F)cc2)OCCCC[C@@H](C)O3)cc1,0.9,-18,29,1,-9,-7,0,0.2
CCOc1ccc(-c2noc(CCCC(=O)NCC3CCCO3)n2)cc1OC (centres undefined),-0.7,1,0,1,-7,-11,-1,-0.1
COc1ccccc1-c1oc2ccccc2c1-c1ccccc1OC,0.1,x,2,0,7,0,-8,0.2
C[C@H](NC(=O)C[C@H]1C[C@H]2c3cc(N(C)C)ccc3O[C@H]2[C@@H](CO)O1)c1ccccc1,-2.5,2,16,1,-4,-61,-1,0.0
C=CCn1c(CCc2cc(C(C)(C)C)c(O)c(C(C)(C)C)c2)n[nH]c1=S,4.5,-15,0,-1,x,-16,x,0.4
Nc1nnc(N2CCc3ccccc32)s1,-2.3,16,x,x,3,-14,13,0.3
CC12COC3(C(N)=O)CC1CCC32C (centres undefined),-4.4,0,-7,0,x,-5,x,-0.1
